High-throughput results: PubChem BioAssay, National Center for Advancing Translational Sciences (NCATS)
Pf Dd2 inh – blocks in vitro growth of P. falciparum Dd2. P. falciparum Dd2 growth, SYBR Green, 72 h. Potency, µM (doses to about 28.9 µM), for inactives: at the highest dose activity, negative = inhibition, most hits filed as inhibitors. actives 4.3% (n = 120,000). AID 1347417; active = well fitted inhibition curve with a large enough effect; inconclusive = small, poorly fitted or top-dose-only effect; inactive = no such curve, though single readings can be large or run the other way;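 also: plate controls were DMSO vehicle for no effect and reference drug for full effect; nearly all actives have a fitted effect of over 65% in size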
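Infected erythrocytes (Dd2, 0.3% parasitemia, 2.5% hematocrit final) are added to compound in RPMI-1640/Albumax II medium, grown 72 h at 37C in low oxygen, then lysed with saponin/Triton-X containing SYBR Green and read by fluorescence.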
Active calls of the source: *; [ ] = dose if it differs, or a comment. Potency is read from the fitted curve at half-maximal effect. Not all compounds are listed (hit frequency here may not be typical).

Cc1noc(C)c1S(=O)(=O)NCC(=O)N1CCCCCNC(=O)CC1c1ccccc1 (stereo not drawn) was read as Pf Dd2 inh 10%.
CCOC(=O)CNC(=O)c1cc2c(=O)oc3ccccc3c2s1 was read as Pf Dd2 inh -22%.
For Cc1ccc(OCC(=O)N2CCN(CCc3ccncc3)CC2)cc1 the results were Pf Dd2 inh 18%.
COc1ccccc1CNC(=O)Cn1c(=O)nc(-c2ccccc2F)c2cc(Cl)ccc21 was read as Pf Dd2 inh 73%[activator].
Screening CC1(C)[C@H](Cc2cc(COc3ccccc3)on2)C[C@@H]1NC(=O)Cc1ccccc1 returned Pf Dd2 inh -18%[44.1 µM].
O=C1Nc2ccccc2CC12CCN2Cc1ccccc1C(F)(F)F (stereo not drawn) was read as Pf Dd2 inh inconclusive.
For N#Cc1ccc(CN2CC3(Cc4ccccc4NC3=O)C2)cc1 the results were Pf Dd2 inh 2%.
For Cc1ccc(-c2ncc(C(=O)NCc3ccccc3Cl)c(-c3ccncc3)n2)cc1 the results were Pf Dd2 inh -20%.
Cc1ccc(-c2cc(N3CCC(CNC(=O)c4ccc(N(C)C)cc4)CC3)n[nH]2)cc1 was read as Pf Dd2 inh inconclusive.
O[C@@H]1CC(CNCC2CCCC2)(COc2cccnc2)C[C@@H]1O (stereo partly drawn) was read as Pf Dd2 inh inconclusive.
Screening O=C(c1ccco1)N1[C@H]2CC[C@@H]1c1cnc(-c3ccc(F)cc3)nc1C2 returned Pf Dd2 inh inconclusive.
Screening O=C(O)CC1CCOCC1 returned Pf Dd2 inh 77%[activator].
CCn1ncc(C(=O)N2C[C@@H](CO)[C@H](c3nc(C4CC4)no3)C2)c1C was read as Pf Dd2 inh -9%.
N[S+](=O)([O-])c1ccc(C(=O)N2CC(c3ncc4c(-c5ccccc5)nccn34)C2)cc1 was read as Pf Dd2 inh inactive.
CCc1ccc(OCC(=O)Nc2cc(-c3ccc(C)cc3)no2)cc1 was read as Pf Dd2 inh 31%[activator].
COc1ccc(-c2nc(N3CCOCC3)cc3c2CN(Cc2cnn(C)c2)C3=O)cc1OC was read as Pf Dd2 inh inconclusive.
`CC(=O)c1ccc(N2CCN(S(=O)(=O)c3ccc(-c4cc(C(F)(F)F)on4)s3)CC2)cc1` gave Pf Dd2 inh 6%.
`CCC(C)n1c(=N)c(S(=O)(=O)c2ccc(C)cc2)cc2c(=O)n3cc(C)ccc3nc21` (stereo not drawn) gave Pf Dd2 inh 37%[activator].
Screening CCc1ccc(CNC(=O)c2ccc3c(c2)N(CC)C2CCCCN2C3=O)cc1 (stereo not drawn) returned Pf Dd2 inh inconclusive.
COc1cccc(Cn2c(SCC(=O)N(C)c3ccccc3)nc3ccccc32)c1 was read as Pf Dd2 inh -8%.

3 entries already listed, ordered by molar mass, rising:
CCn1ncc(C(=O)N2C[C@@H](CO)[C@H](c3nc(C4CC4)no3)C2)c1C was read as Pf Dd2 inh -9%.
COc1cccc(Cn2c(SCC(=O)N(C)c3ccccc3)nc3ccccc32)c1 was read as Pf Dd2 inh -8%.
COc1ccc(-c2nc(N3CCOCC3)cc3c2CN(Cc2cnn(C)c2)C3=O)cc1OC was read as Pf Dd2 inh inconclusive.

Continuation.
`Cc1ccc(C(=O)Nc2ccccc2)cc1S(=O)(=O)Nc1ccccc1` gave Pf Dd2 inh inactive.
O=C(COc1ccc(Cl)cc1)N(Cc1ccco1)c1ccccn1 was read as Pf Dd2 inh 29%.
Screening Cc1ccc(NC(=O)c2sc(-n3nc(C)c(Cc4ccc5c(c4)OCO5)c3C)nc2C)cc1C returned Pf Dd2 inh 1%.
Cc1ccc(NC(=O)CSc2nc3ccccc3c3nc(CCc4c(C)n[nH]c4C)nn23)c(C)c1 was read as Pf Dd2 inh inconclusive.
`CCNC(=O)C1CC(c2ccc(CC)cc2)CN(C(=O)c2ccoc2)C1` (stereo not drawn) gave Pf Dd2 inh inconclusive.
Screening COc1ccc(-c2nc3ccccc3o2)cc1NC(=O)C(C)(C)Oc1ccc(Br)cc1 returned Pf Dd2 inh inconclusive.
`CCOc1ccccc1NC(=O)COC(=O)c1cn(CC)c2nc(C)ccc2c1=O` gave Pf Dd2 inh -1%.
`COCc1ccc(C(=O)N2CC[C@@H](c3ccc4c(c3)OCO4)[C@H](O)C2)o1` gave Pf Dd2 inh 13%.
O=C(NCc1ccc(F)cc1)N1CCC(N2CC3CC(C2)[C@H]2CCCC(=O)N2C3)CC1 (stereo partly drawn) was read as Pf Dd2 inh -8%.
`CCNc1cc(N2CCC(CCC(=O)NCCN3CCCCCC3)CC2)ncn1` gave Pf Dd2 inh inconclusive.
CCC1(N2CCN(C(=O)Cc3c[nH]c4ccccc34)CC2)CCN(S(C)(=O)=O)C1 (stereo not drawn) was read as Pf Dd2 inh inconclusive.
COc1ccc(C(=O)N2[C@@H]3CC[C@H]2CC(NC(=O)c2ccncc2)C3)c(OC)c1 (stereo partly drawn) was read as Pf Dd2 inh 2%.
For COc1ccc(CCNC(=O)[C@@H](C)C2CC[C@@]3(C)CC[C@H](NC(=O)c4ccncc4)[C@@H](C)[C@@H]3[C@H]2O)cc1OC (stereo partly drawn) the results were Pf Dd2 inh inactive.
Screening CCNC(=O)N(C1CC1)C1CCOC2(CCN(C(=O)Cc3cccc(OC)c3)CC2)C1 (stereo not drawn) returned Pf Dd2 inh -18%.
For COCCOC1CCN(C(=O)Nc2ccc(C(=O)OC)cc2)CC1 the results were Pf Dd2 inh inconclusive.
`O=C(Nc1ccc(Br)cc1)c1ccc(F)c(S(=O)(=O)NC2CCCCCC2)c1` gave Pf Dd2 inh 1.3µM*.
O=C1Cc2c(-c3ccc(F)cc3F)n[nH]c2CN1CCc1ccncc1 was read as Pf Dd2 inh 1%[44.1 µM].
Screening Fc1ccc(OC2CN(CC3CC3)C2)c(F)c1 returned Pf Dd2 inh 45%[activator][44.1 µM].
For COc1ccc(-c2nc(C)nc3c2CCN(Cc2ccc(F)cc2)CC3)cc1 the results were Pf Dd2 inh inactive.
For O=C(NCCc1ccncc1)C1CN(C(=O)CC2CCCC2)CC12CCOCC2 (stereo not drawn) the results were Pf Dd2 inh 9%.
Screening CCC(NC(=O)Nc1cc(OC)ccc1OC)c1c(-n2cccc2)sc2c1CCN(CC)C2 (stereo not drawn) returned Pf Dd2 inh inconclusive.
COc1ccccc1C(=O)NCc1nnc2n1C(C(=O)O)CC2 (stereo not drawn) was read as Pf Dd2 inh -28%.
O=C(Nc1nnc(S(=O)(=O)N2CCc3ccccc32)s1)c1cccc(Cl)c1 was read as Pf Dd2 inh inconclusive.
For O=C(CSc1nc2c([nH]c3ccccc32)c(=O)n1-c1cccc(Cl)c1)N1CCc2ccccc21 the results were Pf Dd2 inh inactive.
For O=C1NC2(CCN(Cc3cncs3)C2)OCc2ccccc21 (stereo not drawn) the results were Pf Dd2 inh -22%[44.1 µM].
Screening Cc1ccccc1NC(=O)CSc1nc(-c2ccccc2)cn1-c1ccccc1F returned Pf Dd2 inh inconclusive.
Screening COc1cccc(NC(=O)[C@@H]2C[C@@H](c3cccc(C(F)(F)F)c3)N(CC3CCOCC3)C2)c1 returned Pf Dd2 inh inactive.
For COc1cccc(C(=O)Nc2ccc3nc(N4CCC(C)CC4)cc(C)c3c2)c1 the results were Pf Dd2 inh inconclusive.
O=C(NC1CCN(c2cc(-c3ccccc3)[nH]n2)CC1)c1cccc(F)c1 was read as Pf Dd2 inh inconclusive.
`F[C@@H]1CN(Cc2nccs2)C[C@@H]1OCc1nc2ccncc2[nH]1` gave Pf Dd2 inh 47%[activator][44.1 µM].
O=C(c1ccccc1Cl)N(Cc1ccco1)c1ccccn1 was read as Pf Dd2 inh 42%[activator].
Screening Cc1cccc(CC(=O)Nc2cccc(-c3nc4cccnc4s3)c2)c1 returned Pf Dd2 inh -5%.
`COc1ccc(CCC(=O)N2CCCN(C)c3ccccc32)cc1` gave Pf Dd2 inh -15%.
For O=C1CC(c2ccccc2)N(C(=O)COc2ccc(F)cc2)CCCCCCN1 (stereo not drawn) the results were Pf Dd2 inh -4%.
CCn1c(C2CCCN(C(=O)NCc3ccc(OC)cc3)C2)nn(C)c1=O (stereo not drawn) was read as Pf Dd2 inh inactive.
O=C(c1cnccn1)N1C[C@@H]2OCC(=O)N(c3ccccc3)[C@@H]2C1 was read as Pf Dd2 inh -4%[44.1 µM].
For Cc1ccc(S(=O)(=O)N[C@H]2CO[C@H]3[C@@H]2OC[C@@H]3n2nnnc2Oc2ccc(-n3cncn3)cc2)cc1 the results were Pf Dd2 inh -1%.
For Cn1ncc(N2CCC(NC(=O)CC3CCCC3)CC2)cc1=O the results were Pf Dd2 inh -11%.
For O=C(O)COCC(=O)N1C[C@@H]2C[C@H](C1)c1c(-c3ccc(OC(F)(F)F)cc3)ccc(=O)n1C2 the results were Pf Dd2 inh inactive.
COc1ccc(CN(C)C(C)c2cccs2)cc1 (stereo not drawn) was read as Pf Dd2 inh inconclusive.
Screening CCOC(=O)c1ccc2c(c1)sc1nc(-c3ccc(OCC)cc3)cn12 returned Pf Dd2 inh inconclusive.
Screening COc1ccc(S(=O)(=O)Nc2ccc(O)c(Sc3nc4ccccc4s3)c2)cc1 returned Pf Dd2 inh inconclusive.
O=C(Cc1c[nH]c(=O)[nH]c1=O)NCc1cccnc1Oc1ccccc1F was read as Pf Dd2 inh -4%.
Screening CC1CCN([C@@H]2[C@H](O)[C@H](CO)O[C@@H]2CNC(=O)c2ccc(F)c(Cl)c2)CC1 returned Pf Dd2 inh inconclusive.
CSc1ccc(NC(=O)N2CCc3nc4cc(-c5ccccc5)[nH]n4c(=O)c3C2)cc1 was read as Pf Dd2 inh inactive[5.79 µM].
For CC(=O)N1C[C@@H]2CCCN3CCC[C@@H]([C@H]23)[C@H]1CCCC(=O)NCCCN1CCOCC1 the results were Pf Dd2 inh 9%.
For CC(C)c1noc(C2Cc3ccccc3N2C(=O)NC2CCCC2)n1 (stereo not drawn) the results were Pf Dd2 inh -24%[5.79 µM].
Screening O=C(c1ccc(Cl)nc1)N1CCn2c(nnc2-c2ccccc2)C1 returned Pf Dd2 inh -3%[44.1 µM].
COc1ccc(OC)c(CCNC(=O)CCCn2c(=O)c3cccn3c3cccnc32)c1 was read as Pf Dd2 inh -12%.
CN1CCCC1c1nc(C2CN(C(=O)CCCc3nc4ccccc4[nH]3)C2)no1 (stereo not drawn) was read as Pf Dd2 inh inconclusive.
`Cn1cc(C(=O)O)c(=O)c2cc(S(=O)(=O)N3CCCCC3)ccc21` gave Pf Dd2 inh inactive.
Screening Cc1cccc(Cn2c(=O)n(CC3CCC(C(=O)N4CCOCC4)CC3)c(=O)c3sccc32)c1 (stereo not drawn) returned Pf Dd2 inh inconclusive.

Compounds shown so far that have an aryl methoxy group (17):
COc1ccccc1CNC(=O)Cn1c(=O)nc(-c2ccccc2F)c2cc(Cl)ccc21 was read as Pf Dd2 inh 73%[activator].
COc1ccc(-c2nc(N3CCOCC3)cc3c2CN(Cc2cnn(C)c2)C3=O)cc1OC was read as Pf Dd2 inh inconclusive.
COc1cccc(Cn2c(SCC(=O)N(C)c3ccccc3)nc3ccccc32)c1 was read as Pf Dd2 inh -8%.
Screening COc1ccc(-c2nc3ccccc3o2)cc1NC(=O)C(C)(C)Oc1ccc(Br)cc1 returned Pf Dd2 inh inconclusive.
COc1ccc(C(=O)N2[C@@H]3CC[C@H]2CC(NC(=O)c2ccncc2)C3)c(OC)c1 (stereo partly drawn) was read as Pf Dd2 inh 2%.
For COc1ccc(CCNC(=O)[C@@H](C)C2CC[C@@]3(C)CC[C@H](NC(=O)c4ccncc4)[C@@H](C)[C@@H]3[C@H]2O)cc1OC (stereo partly drawn) the results were Pf Dd2 inh inactive.
Screening CCNC(=O)N(C1CC1)C1CCOC2(CCN(C(=O)Cc3cccc(OC)c3)CC2)C1 (stereo not drawn) returned Pf Dd2 inh -18%.
For COc1ccc(-c2nc(C)nc3c2CCN(Cc2ccc(F)cc2)CC3)cc1 the results were Pf Dd2 inh inactive.
Screening CCC(NC(=O)Nc1cc(OC)ccc1OC)c1c(-n2cccc2)sc2c1CCN(CC)C2 (stereo not drawn) returned Pf Dd2 inh inconclusive.
COc1ccccc1C(=O)NCc1nnc2n1C(C(=O)O)CC2 (stereo not drawn) was read as Pf Dd2 inh -28%.
Screening COc1cccc(NC(=O)[C@@H]2C[C@@H](c3cccc(C(F)(F)F)c3)N(CC3CCOCC3)C2)c1 returned Pf Dd2 inh inactive.
For COc1cccc(C(=O)Nc2ccc3nc(N4CCC(C)CC4)cc(C)c3c2)c1 the results were Pf Dd2 inh inconclusive.
`COc1ccc(CCC(=O)N2CCCN(C)c3ccccc32)cc1` gave Pf Dd2 inh -15%.
CCn1c(C2CCCN(C(=O)NCc3ccc(OC)cc3)C2)nn(C)c1=O (stereo not drawn) was read as Pf Dd2 inh inactive.
COc1ccc(CN(C)C(C)c2cccs2)cc1 (stereo not drawn) was read as Pf Dd2 inh inconclusive.
Screening COc1ccc(S(=O)(=O)Nc2ccc(O)c(Sc3nc4ccccc4s3)c2)cc1 returned Pf Dd2 inh inconclusive.
COc1ccc(OC)c(CCNC(=O)CCCn2c(=O)c3cccn3c3cccnc32)c1 was read as Pf Dd2 inh -12%.
